Assay outcomes from PubChem BioAssay.
Pol beta inh: qHTS Assay for Inhibitors of DNA Polymerase Beta. Potency, µM (top dose mostly 114 µM), inactives show at the highest dose activity change, negative = inhibition, hits mostly inhibitors. 1.3% of 340,000 active. P06746. Pol beta primer extension/strand displacement, fluorescence kinetic; further: on the % scale 0 is the no-effect control and ±100 the full control effect
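Homogeneous kinetic assay of primer extension and strand displacement by 10 nM Pol beta, preincubated 15 min at room temperature with compound before 50 nM substrate (final) was added. Read at 0 and 10 min; four-parameter Hill fit.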
APEX1 inh: qHTS Assay for Inhibitors of the Human Apurinic/apyrimidinic Endonuclease 1 (APE1). recombinant APE1, TAMRA/BHQ-2 abasic DNA cleavage fluorescence. Potency, µM (top dose mostly 65.8 µM), inactives show at the highest dose activity change, negative = inhibition, hits mostly inhibitors. AID 2517, 2012. 0.35% of 350,000 active. DNA repair nuclease/redox regulator APEX1 (Homo sapiens), P27695;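 further: plate controls were vehicle for no effect and reference inhibitor for full effect; nearly all actives have a fitted effect of over 55% in size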
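Activity was derived from the fluorescence gain between first and third kinetic reads (60 s intervals, ex 525/em 598 nm) after 50 nM THF-abasic TAMRA/BHQ-2 duplex was added to 0.75 nM APE1 preincubated 15 min with compound.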
G9a inh: qHTS Assay for Inhibitors of Histone Lysine Methyltransferase G9a; Histone-lysine N-methyltransferase EHMT2 (Homo sapiens), Q96KQ7; Potency, µM (series often up to 102 µM), for the others: at the highest dose activity, negative = inhibition, most hits filed as inhibitors; G9a H3K9 monomethylation, AlphaScreen, 2 h; 8.8% of 350,000 active; further: on the % scale 0 is the no-effect control and ±100 the full control effect; nearly all actives have a fitted effect of over 75% in size
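G9a (20 nM) was preincubated 15 min with compound, then reacted 2 h at room temperature with 500 nM biotin-H3K9 peptide and 20 µM SAM. Monomethyl-H3K9 detected by AlphaScreen using anti-H3K9me1 antibody.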
Pol iota inh: qHTS for Inhibitors of Polymerase Iota; 1% of 390,000 active; AID 588590, 2011; DNA polymerase iota (Homo sapiens), Q9UNA4; Pol iota fluorescent replication assay, 10 min; Potency, µM (highest dose often 115 µM), for inactives: top-dose activity, negative = inhibition, most hits filed as inhibitors
Target sequence (Q9UNA4 whole entry, looked up): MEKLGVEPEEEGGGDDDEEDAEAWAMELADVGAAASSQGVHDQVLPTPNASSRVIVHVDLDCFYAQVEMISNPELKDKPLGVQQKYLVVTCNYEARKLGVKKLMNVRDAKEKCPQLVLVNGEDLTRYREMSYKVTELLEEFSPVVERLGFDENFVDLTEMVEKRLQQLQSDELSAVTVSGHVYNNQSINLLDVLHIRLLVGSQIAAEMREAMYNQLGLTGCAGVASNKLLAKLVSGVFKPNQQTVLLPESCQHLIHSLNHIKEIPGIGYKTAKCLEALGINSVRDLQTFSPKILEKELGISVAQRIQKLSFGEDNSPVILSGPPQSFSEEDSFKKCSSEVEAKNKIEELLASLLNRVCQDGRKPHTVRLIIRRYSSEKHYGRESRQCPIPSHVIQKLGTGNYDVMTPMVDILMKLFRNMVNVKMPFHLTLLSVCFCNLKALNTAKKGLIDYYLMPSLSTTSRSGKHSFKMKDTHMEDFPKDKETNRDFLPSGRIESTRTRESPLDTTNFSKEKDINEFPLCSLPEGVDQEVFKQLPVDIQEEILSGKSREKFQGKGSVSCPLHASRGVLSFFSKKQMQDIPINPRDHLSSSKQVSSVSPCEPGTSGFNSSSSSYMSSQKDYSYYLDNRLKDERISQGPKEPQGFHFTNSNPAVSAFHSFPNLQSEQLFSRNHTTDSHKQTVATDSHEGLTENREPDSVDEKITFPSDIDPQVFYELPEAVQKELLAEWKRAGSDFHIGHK
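Pol iota at 10 nM preincubated 15 min with compounds at room temperature; reaction started with fluorescent substrate, 50 nM final. Fluorescence read kinetically at 0 and 10 min; buffer-only wells as negative control.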
BLM helicase inh: qHTS Assay for Inhibitors of Bloom's syndrome helicase (BLM); RecQ-like DNA helicase BLM (Homo sapiens), P54132; recombinant BLM DNA unwinding, fluorescence dequenching; Potency, µM (series often up to 56.1 µM), for the others: at the highest dose activity change, negative = inhibition, usual class: inhibitors; 0.2% of 350,000 active;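 further: plate controls were vehicle for no effect and no enzyme for full effect; nearly all actives have a fitted effect of over 35% in size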
Apoferritin bind: qHTS Assay for Identification of Novel General Anesthetics | 0.074% of 350,000 active | Ferritin light chain (Equus caballus), P02791 | Potency, µM (doses to about 77.5 µM), inactives show top-dose activity change, negative = displacement, most hits filed as inhibitors | apoferritin/1-aminoanthracene competitive binding, fluorescence; further: on the % scale 0 is the no-effect control and ±100 the full control effect; nearly all actives have a fitted effect of over 20% in size
Target sequence (P02791 2-175 limits assumed): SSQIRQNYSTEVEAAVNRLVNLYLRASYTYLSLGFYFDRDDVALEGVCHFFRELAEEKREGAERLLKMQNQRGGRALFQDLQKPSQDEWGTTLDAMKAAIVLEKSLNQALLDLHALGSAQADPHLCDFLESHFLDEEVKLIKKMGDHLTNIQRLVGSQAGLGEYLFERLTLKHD
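Probe: 1-aminoanthracene (50% saturated, PBS). Protein: horse-spleen apoferritin, 10 uM. Incubation: 10 min, room temperature. Detection: 380 nm excitation, 535 nm emission. Analysis: normalized response, four-parameter Hill.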
POLK inh: qHTS for Inhibitors of Polymerase Kappa | 0.53% of 400,000 active | Potency, µM (top dose mostly 107 µM), without a hit: at the top dose activity, negative = inhibition, most hits filed as inhibitors | purified Pol kappa, fluorescent DNA synthesis assay, 10 min; further: on the % scale 0 is the no-effect control and ±100 the full control effect
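Kinetic fluorescence screen: compound preincubated 15 min RT with 10 nM enzyme; 50 nM substrate (final) initiates; reads at 0/10 min.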
BAZ2B inh: qHTS Assay for Inhibitors of BAZ2B; 4.4% of 360,000 active; AID 504333, 2011; AlphaScreen BAZ2B-H3K14Ac peptide displacement; Potency, µM (series often up to 114 µM), for inactives: at the highest dose activity change, negative = inhibition, actives largely listed as inhibitors; Bromodomain adjacent to zinc finger domain protein 2B (Homo sapiens), Q9UIF8; further: on the % scale 0 is the no-effect control and ±100 the full control effect; nearly all actives have a fitted effect of over 60% in size
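Complex of BAZ2B and biotin-H3K14Ac (50 nM apiece) forms over 30 min at RT, then faces library compounds up to 110 uM for another 30 min; AlphaScreen beads added, 20 min dark incubation, luminescence read.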
POLH inh: qHTS for Inhibitors of Polymerase Eta. AID 588591, 2011. Potency, µM (top dose mostly 114 µM), for inactives: at the highest dose activity change, negative = inhibition, most hits filed as inhibitors. 1.2% of 390,000 active. DNA polymerase eta (Homo sapiens), Q9Y253. recombinant Pol eta, fluorescent DNA replication assay; further: on the % scale 0 is the no-effect control and ±100 the full control effect
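Fluorescent replication assay: 50 nM final substrate added after a 15 min room-temperature compound preincubation with 10 nM enzyme. Signal taken at 0 min and again at 10 min.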
Numbers without * were called inactive; [ ] = dose if it differs, or a comment. The call rests on the fitted dose curve; in most records, active means well fitted curve in the direction sought with a large enough effect; inconclusive means small, poorly fitted or top-dose-only effect, or another doubt; inactive means no such curve, though single readings can be large; an effect the other way counts as inactive or inconclusive. Potency means the concentration at half of the fitted maximal effect.

Results for OC(COCc1ccccc1)CN1CCN(c2ccccc2F)CC1 (stereo not drawn) ?
Pol beta inh: 2%; APEX1 inh: -2%; G9a inh: -44%[59 µM]; Pol iota inh: 9%; BLM helicase inh: -1%; Apoferritin bind: -3%; POLK inh: -8%; BAZ2B inh: -32%; POLH inh: 4%

What do the screens show for `CC(OC(=O)CCN=C1NS(=O)(=O)c2ccccc21)C(=O)Nc1ccc(N(C)C)cc1` (stereo not drawn)?
APEX1 inh: 16%; G9a inh: 6%[0.501 µM]; Pol iota inh: inconclusive; POLK inh: -9%; BAZ2B inh: -11%; POLH inh: -12%

Results for COc1ccc(CCNS(=O)(=O)c2ccc3c(c2)CCN3C(=O)CCC(=O)O)cc1OC ?
Pol beta inh: 3%; APEX1 inh: 3%; G9a inh: -34%[12.7 µM]; Pol iota inh: -3%; BLM helicase inh: -4%; Apoferritin bind: 6%; POLK inh: -2%; BAZ2B inh: 7%; POLH inh: -5%

Results for CCCCC(CC)C1OCC(C[N+]2(C)CCOCC2)O1 (stereo not drawn) ?
Pol beta inh: 32%; APEX1 inh: 13%; G9a inh: inconclusive; Pol iota inh: 8%; BLM helicase inh: 3%; Apoferritin bind: -2%; POLK inh: -16%; BAZ2B inh: inconclusive; POLH inh: -5%

How did COc1cc(NC(=O)CN2C(=O)CN(C)C(=O)c3ccccc32)cc(OC)c1OC do in these assays?
Pol beta inh: -25%; G9a inh: 11%[59 µM]; Pol iota inh: -13%; BLM helicase inh: 1%; Apoferritin bind: 13%; POLK inh: -11%[60.1 µM]; BAZ2B inh: -3%; POLH inh: -18%

How did COc1ccc(NC(=O)c2ccc(Oc3ncccn3)cc2)cc1 do in these assays?
Pol beta inh: 5%; APEX1 inh: 1%; G9a inh: 15%[12.7 µM]; Pol iota inh: 33%[activator]; BLM helicase inh: -10%; Apoferritin bind: -4%; POLK inh: 2%; BAZ2B inh: -3%; POLH inh: -8%

Results for COc1ccc(N(CC(=O)Nc2ccccc2C(=O)NCc2ccco2)S(C)(=O)=O)cc1 ?
Pol beta inh: 4%; APEX1 inh: -7%; G9a inh: 16%[59 µM]; Pol iota inh: 0%[58.9 µM]; BLM helicase inh: -4%; Apoferritin bind: -9%; POLK inh: -7%; BAZ2B inh: -16%; POLH inh: -16%

What do the screens show for `O=C(CN1C(=O)COc2ccc(S(=O)(=O)N3CCCCCC3)cc21)N1CCN(c2ccc(F)cc2)CC1`?
Pol beta inh: 35%; G9a inh: -3%[59 µM]; Pol iota inh: -23%; BLM helicase inh: -6%; Apoferritin bind: 42%[activator]; POLK inh: -11%; BAZ2B inh: -28%; POLH inh: -10%

What do the screens show for `O=C(CSc1nnc(SCc2cccc3ccccc23)s1)N/N=C/C=C/c1ccccc1[N+](=O)[O-]`?
Pol beta inh: -24%; APEX1 inh: 0%; G9a inh: -7%[59 µM]; Pol iota inh: 2%; BLM helicase inh: -6%; Apoferritin bind: -9%; POLK inh: -2%; BAZ2B inh: -25%; POLH inh: -9%

What do the screens show for `CCS(=O)(=O)N1CCC(C(=O)NCC2CCCO2)CC1` (stereo not drawn)?
Pol beta inh: 1%; APEX1 inh: 15%; G9a inh: -25%[12.7 µM]; Pol iota inh: 21%; BLM helicase inh: -1%; Apoferritin bind: -4%; POLK inh: -3%; BAZ2B inh: 3%; POLH inh: -3%

What do the screens show for `CC(=O)Nc1ccc(S(=O)(=O)N(C)CC(=O)OCC(=O)NCc2ccco2)cc1`?
APEX1 inh: 7%; G9a inh: inconclusive; Pol iota inh: 24%; POLK inh: -6%; BAZ2B inh: -1%; POLH inh: 3%

How did CCN(CC(=O)Nc1c(F)cccc1F)C(=O)CN1C(=O)c2ccccc2C1=O do in these assays?
APEX1 inh: 17%; G9a inh: -23%; Pol iota inh: 17%; POLK inh: 1%; BAZ2B inh: -6%; POLH inh: -5%

How did CC(C)c1nc(SCC(=O)Nc2c[nH]c(=O)[nH]c2=O)c2cnn(-c3ccccc3)c2n1 do in these assays?
Pol beta inh: inconclusive; APEX1 inh: -1%; G9a inh: -1%; Pol iota inh: inconclusive; BLM helicase inh: -9%; Apoferritin bind: -8%; POLK inh: -13%; BAZ2B inh: -20%; POLH inh: 7%

How did COc1cccc(NC(=O)c2ccccc2SC)c1 do in these assays?
Pol beta inh: 0%; APEX1 inh: 1%; G9a inh: inconclusive; Pol iota inh: 19%; BLM helicase inh: -1%; Apoferritin bind: -7%; POLK inh: -2%; BAZ2B inh: 5%; POLH inh: -10%

What do the screens show for `C=C1C2=CC(=O)OC(c3ccoc3)[C@]2(C)CCC1[C@]1(C)C=CC(=O)C(C)(C)C1CC(=O)OC` (stereo partly drawn)?
APEX1 inh: -6%; G9a inh: -30%[2.33 µM]; BLM helicase inh: -12%; Apoferritin bind: 9%; POLK inh: -19%[60.1 µM]

A portion from the list above, for reference:
How did CCN(CC(=O)Nc1c(F)cccc1F)C(=O)CN1C(=O)c2ccccc2C1=O do in these assays?
APEX1 inh: 17%; G9a inh: -23%; Pol iota inh: 17%; POLK inh: 1%; BAZ2B inh: -6%; POLH inh: -5%

How did CC(C)c1nc(SCC(=O)Nc2c[nH]c(=O)[nH]c2=O)c2cnn(-c3ccccc3)c2n1 do in these assays?
Pol beta inh: inconclusive; APEX1 inh: -1%; G9a inh: -1%; Pol iota inh: inconclusive; BLM helicase inh: -9%; Apoferritin bind: -8%; POLK inh: -13%; BAZ2B inh: -20%; POLH inh: 7%

How did COc1cccc(NC(=O)c2ccccc2SC)c1 do in these assays?
Pol beta inh: 0%; APEX1 inh: 1%; G9a inh: inconclusive; Pol iota inh: 19%; BLM helicase inh: -1%; Apoferritin bind: -7%; POLK inh: -2%; BAZ2B inh: 5%; POLH inh: -10%

What do the screens show for `C=C1C2=CC(=O)OC(c3ccoc3)[C@]2(C)CCC1[C@]1(C)C=CC(=O)C(C)(C)C1CC(=O)OC` (stereo partly drawn)?
APEX1 inh: -6%; G9a inh: -30%[2.33 µM]; BLM helicase inh: -12%; Apoferritin bind: 9%; POLK inh: -19%[60.1 µM]

The results go on.
What do the screens show for `Cc1cc(NC(=O)CSc2nccn2C)n(-c2ccccc2)n1`?
Pol beta inh: -10%; APEX1 inh: -4%; G9a inh: 7%; Pol iota inh: -9%[58.9 µM]; BLM helicase inh: -1%; Apoferritin bind: 5%; POLK inh: 3%; BAZ2B inh: -16%; POLH inh: -9%

Results for Cc1cc(N(C)C)c(C#N)c(N2CCOCC2)n1 ?
Pol beta inh: -12%; APEX1 inh: 4%; G9a inh: -4%; Pol iota inh: 8%; BLM helicase inh: 0%; Apoferritin bind: -4%; POLK inh: -18%; BAZ2B inh: -2%; POLH inh: -3%

How did CCN1CCN(Cc2ccccc2NC(=O)Nc2ccc(C)cc2)CC1 do in these assays?
Pol beta inh: 15%; APEX1 inh: 12%; G9a inh: 9%[12.7 µM]; Pol iota inh: 22%; BLM helicase inh: 1%; Apoferritin bind: 0%; POLK inh: 4%; BAZ2B inh: -2%; POLH inh: -14%

What do the screens show for `CCN(Cc1ccncc1)Cc1cn[nH]c1-c1cc(OC)c(OC)c(OC)c1`?
Pol beta inh: 10%; APEX1 inh: -1%; G9a inh: -22%[59 µM]; Pol iota inh: -8%; BLM helicase inh: -4%; Apoferritin bind: -6%; POLK inh: 2%; BAZ2B inh: -1%; POLH inh: -7%

What do the screens show for `CC(C)C1CC(CCN2CCCCC2)(c2ccccc2)CCO1` (stereo not drawn)?
Pol beta inh: 4%; APEX1 inh: 1%; G9a inh: -5%; Pol iota inh: inconclusive; BLM helicase inh: -1%; Apoferritin bind: -7%; POLK inh: -6%; BAZ2B inh: -13%; POLH inh: -4%

Results for O=c1[nH]c(/C=C\c2ccc(O)c(O)c2)nc(O)c1[N+](=O)[O-] ?
Pol beta inh: 25µM*; APEX1 inh: inconclusive; G9a inh: 40µM*; Pol iota inh: inconclusive; BLM helicase inh: -2%; Apoferritin bind: -20%; POLK inh: inconclusive; BAZ2B inh: inconclusive; POLH inh: inconclusive

How did CCOc1cc(NC(=O)C2CC2)c(OCC)cc1NC(=O)c1ccccc1OCC do in these assays?
Pol beta inh: 21%; APEX1 inh: 13%; G9a inh: -10%; Pol iota inh: 51%[activator]; BLM helicase inh: -4%; Apoferritin bind: -8%; POLK inh: -7%; BAZ2B inh: -11%; POLH inh: -23%

Results for CC(C)(C)c1ccc2c(c1)N(CC(=O)O)C(=O)CO2 ?
Pol beta inh: 0%; APEX1 inh: -3%; G9a inh: -29%; Pol iota inh: 17%; BLM helicase inh: 1%; Apoferritin bind: -6%; POLK inh: -5%; BAZ2B inh: -34%; POLH inh: -4%

Results for CN1CC(c2ccccc2Cl)C2(COc3ccccc3C2=O)C12C(=O)Nc1ccccc12 (stereo not drawn) ?
Pol beta inh: 4%; APEX1 inh: -1%; G9a inh: -11%[59 µM]; Pol iota inh: 9%; BLM helicase inh: 1%; Apoferritin bind: inconclusive; POLK inh: -11%; BAZ2B inh: 13%; POLH inh: -28%

How did CCN(CC(=O)Nc1ccc(OC)c(Cl)c1)CC(=O)NC(C)C do in these assays?
Pol beta inh: 17%; APEX1 inh: -4%; G9a inh: inconclusive; Pol iota inh: 201%[activator]; BLM helicase inh: -1%; Apoferritin bind: -7%; POLK inh: 11%; BAZ2B inh: -21%; POLH inh: -14%

A portion of the library, so the mix of outcomes need not match the whole.
